# DAX1 inh-1 – DAX1 (NR0B1) inhibitors, primary screen, cell-based, HEK293, Gal4-DAX1, luciferase luminescence; Nuclear receptor subfamily 0 group B member 1 (Homo sapiens), P51843; HEK293 Gal4-DAX1 luciferase reporter; inhibition, % at 6.75 µM; 0.99% of 340,000 active; AID 504766, 2011;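 active = inhibition above the mean over all tested compounds plus 3 SD, cut at about 4.2% in these data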;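 also: 0% = DAX1-transfected cells with DMSO and 100% = empty-vector control cells with DMSO; inhibition shows as a rise in luminescence from relieved DAX1 repression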
# PLCb3 inh – human PLC-beta3 inhibitors, primary screen, biochemical, fluorescence. 1-phosphatidylinositol 4,5-bisphosphate phosphodiesterase beta-3 (Homo sapiens), Q01970. Purified PLC-beta3, fluorogenic substrate. inhibition, % at 12.2 µM. 0.18% of 370,000 active; in the data active = inhibition above about 11%;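 also: 0% = median of compound wells on plate and 100% = full blocker control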
# Target sequence (Q01970 whole entry, looked up): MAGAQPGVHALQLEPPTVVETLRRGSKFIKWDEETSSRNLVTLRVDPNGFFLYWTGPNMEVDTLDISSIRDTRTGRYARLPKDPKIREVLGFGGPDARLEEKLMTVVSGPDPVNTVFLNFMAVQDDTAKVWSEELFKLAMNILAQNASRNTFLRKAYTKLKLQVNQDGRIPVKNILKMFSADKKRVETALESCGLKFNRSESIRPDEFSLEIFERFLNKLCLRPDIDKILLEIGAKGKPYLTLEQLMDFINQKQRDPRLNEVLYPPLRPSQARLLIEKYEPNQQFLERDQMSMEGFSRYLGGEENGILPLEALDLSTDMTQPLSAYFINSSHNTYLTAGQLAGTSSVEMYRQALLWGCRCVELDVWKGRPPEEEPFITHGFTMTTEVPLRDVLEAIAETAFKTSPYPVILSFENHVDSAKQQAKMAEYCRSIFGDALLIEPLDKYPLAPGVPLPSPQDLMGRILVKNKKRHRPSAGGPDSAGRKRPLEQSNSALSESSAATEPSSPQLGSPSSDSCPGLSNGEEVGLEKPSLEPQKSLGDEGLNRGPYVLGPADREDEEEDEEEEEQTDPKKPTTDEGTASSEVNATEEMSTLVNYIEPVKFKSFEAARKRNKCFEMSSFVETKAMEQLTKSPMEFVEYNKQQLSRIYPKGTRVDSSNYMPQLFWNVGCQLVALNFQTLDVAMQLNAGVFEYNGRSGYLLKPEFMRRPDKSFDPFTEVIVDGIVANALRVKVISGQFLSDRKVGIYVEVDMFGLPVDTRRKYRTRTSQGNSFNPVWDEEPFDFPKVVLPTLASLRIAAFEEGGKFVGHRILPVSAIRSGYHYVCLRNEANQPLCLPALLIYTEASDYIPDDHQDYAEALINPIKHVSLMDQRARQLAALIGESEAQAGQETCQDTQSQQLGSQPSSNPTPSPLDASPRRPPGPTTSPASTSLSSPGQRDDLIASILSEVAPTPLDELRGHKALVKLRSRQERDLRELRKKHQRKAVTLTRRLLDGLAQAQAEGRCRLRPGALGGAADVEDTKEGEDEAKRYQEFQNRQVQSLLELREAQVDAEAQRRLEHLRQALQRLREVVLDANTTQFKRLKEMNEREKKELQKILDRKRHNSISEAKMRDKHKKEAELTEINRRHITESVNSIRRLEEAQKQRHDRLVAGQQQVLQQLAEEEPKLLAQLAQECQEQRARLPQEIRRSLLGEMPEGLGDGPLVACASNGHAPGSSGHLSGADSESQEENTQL
# HGIII-sPLA2 inh – human group III sPLA2 inhibitors, primary screen, biochemical, QFRET, BODIPY PC-A2 liposome substrate | Group 3 secretory phospholipase A2 (Homo sapiens), Q9NZ20 | QFRET BODIPY PC-A2 liposome hydrolysis, fluorescence | inhibition, % at 12.2 µM | 0.56% of 370,000 active | AID 743126, 2013;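 active = inhibition above mean plus 3 SD of compounds lying within the high and low control bounds, cut at about 19% in these data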;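 also: 0% = median of test compound wells and 100% = no enzyme DMSO wells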
# SMARCA2 activ – SMARCA2 (BRM) function activators, primary screen, cell-based, luminescence, high throughput; MG213 cells, MMTV-luciferase reporter, dexamethasone, overnight; activation, % at 9.1 µM; 1% of 370,000 active; AID 652017, 2013; in the data active = activation above about 7.8%;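 also: 0% = vehicle wells and 100% = reference activator wells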
# PG9 binder – binders of HIV-1 gp120 antibody PG9, primary screen, biochemical, TR-FRET; TR-FRET gp120-PG9 antibody binding; inhibition, % at 6.7 µM; 0.43% of 360,000 active; HIV-1 gp120 / PG9 antibody interaction; in the data active = inhibition above about 8.5%
# ssDAF12 agonist – S. stercoralis DAF-12 nuclear receptor activators, primary screen, cell-based, luminescence, HEK293, GRIP1 co-expression, lit1-tk-luc; Nuclear hormone receptor DAF-12 (Strongyloides stercoralis); HEK293 ssDAF-12/GRIP1 lit1-tk-luc reporter; % of 3 µM dafachronic acid response; activation, % at 6.8 µM; 1% of 370,000 active; AID 652126, 2013;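 active = activation above the mean over all tested compounds plus 3 SD, cut at about 0.9% in these data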;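 also: 0% = DMSO-only wells and 100% = 3 µM delta7-dafachronic acid wells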
# DAX1 inh-2 – DAX1 (NR0B1) inhibitors on StAR promoter, primary screen, cell-based, luminescence, SF-1 (NR5A1), full-length DAX-1; HEK293T StAR-luciferase reporter, SF-1/DAX-1 repression relief; inhibition, % at 6.8 µM; 1.1% of 370,000 active; AID 652010, 2013;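 active = inhibition above the mean over all tested compounds plus 3 SD, cut at about 3.6% in these data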;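 also: 0% = DAX-1 cells with DMSO and 100% = cells lacking DAX-1 with DMSO; higher inhibition means more luminescence from relief of DAX-1 repression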
# hcDAF12 agonist – H. contortus DAF-12 nuclear receptor activators, primary screen, cell-based, luminescence, HEK293, lit1-tk-luc reporter; activation, % at 6.8 µM; AID 652067, 2013; HEK293 hcDAF-12 lit1-tk-luc reporter; 0% DMSO, 100% Δ7-dafachronic acid; 1.4% of 370,000 active;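 active = activation above the mean of all tested compounds plus 3 SD, cut at about 5.5% in these data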;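 also: 100% = response to 3 µM Δ7-dafachronic acid high control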
# NR1D1 modulator – modulators of Rev-erb alpha DNA binding, primary screen, biochemical, FITC-DNA, fluorescence polarization, uHTS. activity, % at 10 µM. 0.79% of 370,000 active. Nuclear receptor subfamily 1 group D member 1 (Homo sapiens), P20393. Rev-erbα–FITC-DNA binding, 90 min;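 active = activity above about 14%, limit read from the data; passing the limit was not always enough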;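 also: 0% = DMSO wells with 35 nM protein and 100% = DMSO wells with 750 nM protein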
# GAA850 FXN act – FXN promoter activators, primary screen, cell-based, luciferase luminescence, HEK293 lucGAA850 | HEK293 lucGAA850 FXN promoter luciferase reporter, 24 h; percent of 10 µM SAHA response | 0.56% of 360,000 active | activation, % at 6 µM;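 active = activation above the average of all compounds screened plus 3 SD, cutoff fixed separately per campaign, cut at about 7.5% in these data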;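 also: 0% = DMSO wells and 100% = 10 µM SAHA wells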
# hgDAF-12 ag – H. glycines DAF-12 receptor agonists, primary screen, cell-based, luminescence, HEK293, GAL4 fusion, UAS-luciferase; Nuclear hormone receptor DAF-12 (Heterodera glycines), GAL4 fusion; HEK293 GAL4-hgDAF12 UAS-luciferase reporter, agonist luminescence; normalized to butyrate control; activation, % at 6.8 µM; 1.8% of 370,000 active; AID 687014, 2013;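 active = activation above a cutoff set at the mean of all screened compounds plus 3 SD, cut at about 10% in these data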;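 also: 0% = DMSO wells and 100% = sodium butyrate wells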
# * marks the source's active call; other numbers are inactive results; . = not tested or not shown.
# Assay codes – A = DAX1 inh-1; B = PLCb3 inh; C = HGIII-sPLA2 inh; D = SMARCA2 activ; E = PG9 binder; F = ssDAF12 agonist; G = DAX1 inh-2; H = hcDAF12 agonist; I = NR1D1 modulator; J = GAA850 FXN act; K = hgDAF-12 ag
> CCc1cc(-c2n[nH]c(C)c2-c2ccccc2Cl)c(O)cc1OC
  A = 0.3; B = -3; C = -14; D = -1; E = -0.5; F = -1.6; G = -0.1; H = -2.6; I = -2; J = 3.0; K = -1.9
> COc1ccc(NC(=O)C2CCN(S(C)(=O)=O)CC2)cc1OC
  A = -0.1; B = -3; C = 0; D = -1; E = -0.2; F = -1.4; G = -0.3; H = -0.6; I = 1; J = 1.2; K = 0.9
> O=C(c1cccc(F)c1)N1CCN(Cc2cccc(Br)c2)CC1
  A = -0.5; B = -2; C = 8; D = -1; E = 2.5; F = -1.2; G = 0.4; H = -2.1; I = -4; J = -0.5; K = -2.4
> Cc1ccc(NC(=O)c2c(C(F)(F)F)nn(C)c2SCc2ccc(Cl)cc2)cc1C
  A = 0.0; B = 6; C = -1; D = 2; E = -2.2; F = 0.4; G = -0.7; H = -0.2; I = 4; J = -3.0; K = 1.8
> O=c1c2ccccc2n(Cc2ccco2)n1[C@@H](Cc1ccccc1)Cn1cc(C2CCCC2)nn1
  A = .; B = -84; C = 7; D = -1; E = .; F = -0.8; G = -0.4; H = -1.4; I = -2; J = .; K = -1.6
> CC(=O)N/C(=C\c1cccc([N+](=O)[O-])c1)C(=O)NC(C)C
  A = -0.7; B = 5; C = 7; D = 0; E = -1.2; F = -1.8; G = 0.1; H = -1.7; I = 2; J = 1.9; K = -0.7
> Cc1ccc(CS(=O)(=O)Cc2ccc(C(=O)NCCc3ccccc3)o2)cc1
  A = -0.2; B = -6; C = -8; D = -4; E = 0.7; F = -0.3; G = -0.3; H = -1.3; I = 7; J = -0.3; K = -1.1
> O=C(c1ccc(Cl)s1)N1CCc2ccccc21
  A = 3.0; B = 2; C = -2; D = 1; E = 0.8; F = 1.5*; G = 2.4; H = 6.4*; I = -2; J = 4.3; K = 15*
> COc1c(O)cc2oc(-c3ccc(O)cc3)cc(=O)c2c1O
  A = 0.4; B = 4; C = 3; D = 7; E = -2.4; F = 0.5; G = 5.2*; H = 9.6*; I = -6; J = 4.6; K = 11*
> O=C(CSc1nn(-c2ccc(Cl)cc2)c(=S)s1)NCC1CCCO1 (stereo not given)
  A = 2.2; B = 0; C = 2; D = -6; E = -0.1; F = -1.3; G = 1.0; H = -1.0; I = 1; J = 1.4; K = 0.4
> COC(=O)[C@]12CCCCC=C1N(Cc1ccco1)C(=O)[C@H](CC(=O)N1CCCCC1)C2
  A = .; B = 0; C = -7; D = -1; E = 0.6; F = -1.5; G = -1.1; H = 1.3; I = -5; J = .; K = -4.1
> COc1ccc2c(c1)C1(C)CC(C)(C)N2C(=O)N1c1ccccc1 (stereo not given)
  A = 2.8; B = -14; C = -6; D = 0; E = -0.1; F = -1.2; G = 0.0; H = -1.0; I = 1; J = -0.1; K = 3.2
> CC(O)(CS(=O)(=O)Cc1ccccc1)C(=O)Nc1cccc(C(F)(F)F)c1 (stereo not given)
  A = 0.9; B = 3; C = -10; D = 1; E = -1.1; F = -2.0; G = -0.8; H = -2.0; I = -1; J = 0.3; K = -0.6
> Cc1ccc2oc(-c3cccc(NC(=O)c4cc(-n5cnnc5)ccc4Cl)c3)nc2c1
  A = -0.1; B = -21; C = -3; D = 6; E = 5.0; F = -1.6; G = -0.7; H = -1.1; I = 5; J = 1.4; K = 1.2
> CCOc1nc(N=C(N)N)nc2c(C)cccc12
  A = -1.0; B = -218; C = 3; D = -1; E = -0.6; F = -1.1; G = -0.1; H = 0.9; I = -2; J = -2.8; K = 0.6
> CCOc1ccccc1OC(=O)c1ccco1
  A = 0.6; B = 2; C = -3; D = 0; E = -2.2; F = -1.0; G = -0.6; H = -1.5; I = 0; J = 1.4; K = 1.4
> O=C1CCCC2=C1C1(CCCC1)N=C(Nc1nc3ccccc3s1)N2
  A = 1.2; B = -24; C = -7; D = -1; E = 1.1; F = -1.5; G = 0.1; H = -1.4; I = 2; J = -0.5; K = 0.1
> CCn1c(SCC(=O)NC2CCCCC2)nc2ccccc2c1=O
  A = 1.0; B = -30; C = 2; D = -2; E = -1.1; F = -0.9; G = 0.2; H = -1.3; I = 13; J = -0.4; K = 2.7
> CC(C)Cn1c(O)c(/C=C2\C=NN=C2c2ccccc2)sc1=S
  A = 0.5; B = -1; C = -12; D = -3; E = -0.5; F = -1.4; G = -0.2; H = -3.2; I = 0; J = 3.3; K = 1.3
> Cc1ccc(NC2CC(C)NC(=S)N2)cc1 (stereo not given)
  A = 0.6; B = -3; C = -4; D = -5; E = 0.1; F = -0.8; G = 0.2; H = 0.5; I = 6; J = 0.3; K = -0.7
> CCOC(=O)Cn1c(=O)c2c(nc3n2CCN3Cc2ccccc2)n(C)c1=O
  A = 0.9; B = 1; C = -1; D = -1; E = 1.1; F = -0.5; G = 0.2; H = -0.7; I = 0; J = 0.5; K = -1.5
> COc1ccc(C2=NS(=O)(=O)N(C)C(C(=O)Nc3ccc4c(c3)OCO4)=C2)cc1OC
  A = -2.8; B = 0; C = 5; D = -7; E = 0.9; F = -1.8; G = -4.1; H = -3.5; I = -1; J = 1.9; K = -3.4
> OCCC1CN(Cc2ccc(C(F)(F)F)cc2)CCN1Cc1ccccc1 (stereo not given)
  A = 0.7; B = 3; C = -2; D = 2; E = -2.0; F = -0.8; G = -0.6; H = -0.5; I = -5; J = -0.7; K = 1.7
> O=C(Nc1ccnn1C1CCN(C(=O)Cc2cccc(Cl)c2)CC1)C1CC1
  A = -0.1; B = -5; C = 9; D = -1; E = -0.2; F = -0.6; G = 0.1; H = -2.1; I = 0; J = 2.3; K = 3.4
> Clc1nc(CN2CCCCC2)nc2sc3c(c12)CCC3
  A = 1.5; B = -4; C = 5; D = 1; E = 0.4; F = -1.8; G = -0.5; H = -0.7; I = 5; J = 0.7; K = -2.8
> CC1CN(C(=O)c2ccccc2NS(=O)(=O)c2cccc([N+](=O)[O-])c2)CC(C)O1 (stereo not given)
  A = 0.3; B = 3; C = 0; D = 3; E = -4.2; F = -1.7; G = 0.1; H = -0.4; I = -1; J = -1.4; K = 1.6
> Cc1cccc(NC(=O)CN2C(=O)CCS(=O)(=O)c3ccccc32)c1C
  A = 0.8; B = 0; C = 4; D = -1; E = 0.4; F = -1.6; G = -0.2; H = -0.3; I = -3; J = -1.8; K = 0.8
> COc1ccc(CN2C[C@H]3CON(C)[C@H]3C[C@H]2c2ccc(-c3cccc(F)c3)cc2)cc1
  A = 1.1; B = -3; C = 1; D = 1; E = -0.6; F = -0.5; G = -0.5; H = -0.2; I = -1; J = -1.7; K = -1.7
> CCOC(=O)CC1=C(C(=O)OCC)C(c2ccc(C)o2)C(C#N)=C(N)O1 (stereo not given)
  A = 0.6; B = -19; C = -8; D = 0; E = -1.2; F = -1.4; G = -0.3; H = 2.5; I = 3; J = -0.1; K = 1.3
> Oc1ccc2ccccc2c1CNc1ccc(Br)cn1
  A = 0.8; B = -7; C = -25; D = 3; E = -2.0; F = -0.6; G = 0.5; H = 2.1; I = -2; J = 0.9; K = 6.7
> O=C(O)c1ccc(CSc2nnc(-c3ccncc3)n2-c2ccc(Br)cc2)cc1
  A = -0.7; B = -1; C = 7; D = -4; E = -3.4; F = -1.5; G = -0.3; H = 0.2; I = 4; J = 1.9; K = 1.3
> Nc1nc(Cl)nc2c1ncn2[C@@H]1O[C@H](CO)[C@@H](O)[C@@H]1F
  A = .; B = 2; C = 4; D = 1; E = .; F = -1.6; G = -4.2; H = -3.5; I = 0; J = .; K = -5.5
> Cc1cc(C(=O)CSc2nnc(-c3ccc(F)cc3)o2)c(C)n1CC1CCCO1 (stereo not given)
  A = -0.4; B = -3; C = -4; D = -2; E = -0.5; F = -0.5; G = -0.3; H = -1.2; I = 1; J = -0.5; K = -1.5
> CC(C)c1ccc(N(CC(=O)N2CCOCC2)S(C)(=O)=O)cc1
  A = 0.5; B = -3; C = -1; D = -1; E = 0.3; F = -0.7; G = 0.0; H = -0.3; I = 3; J = 0.3; K = -0.1
> CCn1ncc(NC(=S)NCCc2ccccc2)c1C(N)=O
  A = 0.5; B = 2; C = 6; D = 1; E = 1.8; F = -0.9; G = -0.1; H = -0.9; I = -3; J = -3.5; K = -2.2
> Cc1ccc(C)c(NC(=O)CCC(=O)N/N=C/c2ccc3c(c2)OCO3)c1
  A = 0.5; B = 0; C = 3; D = -4; E = -3.4; F = -1.7; G = 0.0; H = -1.1; I = -2; J = 0.5; K = -2.3

# Some of the entries so far, as labelled records:
Nc1nc(Cl)nc2c1ncn2[C@@H]1O[C@H](CO)[C@@H](O)[C@@H]1F
  DAX1 inh-1: .; PLCb3 inh: 2; HGIII-sPLA2 inh: 4; SMARCA2 activ: 1; PG9 binder: .; ssDAF12 agonist: -1.6; DAX1 inh-2: -4.2; hcDAF12 agonist: -3.5; NR1D1 modulator: 0; GAA850 FXN act: .; hgDAF-12 ag: -5.5
Cc1cc(C(=O)CSc2nnc(-c3ccc(F)cc3)o2)c(C)n1CC1CCCO1 (stereo not given)
  DAX1 inh-1: -0.4; PLCb3 inh: -3; HGIII-sPLA2 inh: -4; SMARCA2 activ: -2; PG9 binder: -0.5; ssDAF12 agonist: -0.5; DAX1 inh-2: -0.3; hcDAF12 agonist: -1.2; NR1D1 modulator: 1; GAA850 FXN act: -0.5; hgDAF-12 ag: -1.5
CC(C)c1ccc(N(CC(=O)N2CCOCC2)S(C)(=O)=O)cc1
  DAX1 inh-1: 0.5; PLCb3 inh: -3; HGIII-sPLA2 inh: -1; SMARCA2 activ: -1; PG9 binder: 0.3; ssDAF12 agonist: -0.7; DAX1 inh-2: 0.0; hcDAF12 agonist: -0.3; NR1D1 modulator: 3; GAA850 FXN act: 0.3; hgDAF-12 ag: -0.1
CCn1ncc(NC(=S)NCCc2ccccc2)c1C(N)=O
  DAX1 inh-1: 0.5; PLCb3 inh: 2; HGIII-sPLA2 inh: 6; SMARCA2 activ: 1; PG9 binder: 1.8; ssDAF12 agonist: -0.9; DAX1 inh-2: -0.1; hcDAF12 agonist: -0.9; NR1D1 modulator: -3; GAA850 FXN act: -3.5; hgDAF-12 ag: -2.2
